# Screens as filed in PubChem.
# Ub-GFP proteasome: ubiquitin-GFP accumulation via proteasome inhibition; Ubiquitin-GFP reporter cells, proteasome inhibition, GFP fluorescence; response scale: untreated = 0%, 10 µM MG-132 = 100%; Potency, µM (series often up to 45.9 µM), for inactives: at the top dose activation (GFP accumulation), most hits filed as activators; 67,000 tested, under 10 active; AID 526; active = well fitted activation curve with a large enough effect, not every such curve was filed as active; inconclusive = small, poorly fitted or top-dose-only effect, or another doubt; inactive = no such curve, though single readings can be large or run the other way; note: potency is the fitted concentration of half-maximal effect
#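 Reporter cells (U2OS, ubiquitin-G76V-GFP fusion) are plated overnight, then treated 4 hr at 37 °C with compound titrations from 46 uM down to 2.9 nM. Activity is scaled against untreated cells and 10 uM MG-132.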
# A350 autofl: A350 region autofluorescence | Compound autofluorescence, 340/450 nm, Alexa 350 dye-equivalents; active compounds read high | max dye-equivalent concentration, M | 59,000 compounds, 11% hits | AID 590; in the data active = max dye-equivalent concentration above about 10 nM; inconclusive = mostly about 1.1 nM to 9.6 nM
# USP2a inh: blocks human ubiquitin-specific protease USP2a; O75604; AID 927; 60,000 compounds, 0.1% hits; USP2a enzymatic assay, qHTS inhibition; Potency, µM (top dose mostly 38.3 µM), without a hit: at the top dose activity change, negative = inhibition, most hits filed as inhibitors;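 note: potency is the fitted concentration of half-maximal effect; nearly all actives have a fitted effect of over 60% in size; plate controls were DMSO for no effect and NEM full inhibition control for full effect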
# Target sequence (O75604 whole entry, looked up): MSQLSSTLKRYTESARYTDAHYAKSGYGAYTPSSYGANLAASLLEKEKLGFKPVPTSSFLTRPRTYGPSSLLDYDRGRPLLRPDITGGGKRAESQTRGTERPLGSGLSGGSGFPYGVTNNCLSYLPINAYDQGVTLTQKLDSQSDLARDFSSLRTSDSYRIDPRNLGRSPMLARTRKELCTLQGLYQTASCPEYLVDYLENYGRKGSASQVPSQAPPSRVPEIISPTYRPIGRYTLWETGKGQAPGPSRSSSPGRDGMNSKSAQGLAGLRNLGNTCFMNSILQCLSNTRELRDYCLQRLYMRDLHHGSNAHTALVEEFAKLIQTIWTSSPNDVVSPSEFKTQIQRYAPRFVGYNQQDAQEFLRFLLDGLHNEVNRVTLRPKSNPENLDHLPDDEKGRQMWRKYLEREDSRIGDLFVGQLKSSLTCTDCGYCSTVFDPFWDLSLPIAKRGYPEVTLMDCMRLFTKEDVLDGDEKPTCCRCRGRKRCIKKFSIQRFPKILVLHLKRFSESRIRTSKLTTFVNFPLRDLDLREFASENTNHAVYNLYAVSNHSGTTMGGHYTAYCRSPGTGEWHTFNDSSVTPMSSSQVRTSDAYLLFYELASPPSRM
#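 Inhibition is measured in a cell-free coupled assay with 20 nM USP2 core, 20 nM Ub-PLA2 and 20 uM NBD C6-HPC, 2.5 h incubation. Activity normalized to NEM control.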
# Fluorescein autfl: fluorescein region autofluorescence | Compound autofluorescence, 480/540 nm, fluorescein-equivalent; active compounds read high | max fluorescein-equivalent concentration, M | 59,000 compounds, 0.91% hits; in the data active = max fluorescein-equivalent concentration above about 10 nM; inconclusive = between about 1.1 nM and that limit
#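 Normalized response (dye-equivalent concentration) derives from comparing each well's 540 nm emission, under 480 nm excitation, with plate-resident fluorescein standards. Compounds were held in 100 mM Tris, pH 8.0, for 15 min at room temperature.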
# BRCT PPI green: inhibitors of human BRCA1 BRCT-phosphoprotein interaction (green fluorophore); P38398; BRCA1 BRCT-phosphopeptide binding, green fluorescence polarization; Potency, µM (titrated, usually from 76.9 µM), inactives show top-dose activity change, negative = inhibition, usual class: inhibitors; 75,000 compounds, 0.05% hits;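 note: potency is the fitted concentration of half-maximal effect; plate controls were peptide without protein for full effect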
#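 Compounds were incubated for 12 min at room temperature with a complex of 100 nM fluorescein-tagged pBACH1 decapeptide and 250 nM His-tagged BRCT protein. Buffer was phosphate pH 7.3 with EDTA, DTT and Tween 20. Disruption of binding lowers the polarization signal.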
# Epigenetic mod: derepresses silenced GFP locus in mouse C127i cells | Potency, µM (top dose mostly 46.1 µM), without a hit: at the highest dose GFP derepression (activation) | 68,000 compounds, 0.09% hits | mouse C127i GFP locus derepression, cytometry, 30 h | AID 597; note: % of control where 0% means no effect
#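 Locus derepression in mouse mammary C127i cells whose integrated CMV-GFP reporter is normally silent; GFP expression after 30 h compound treatment was quantified by counting fluorescent cells.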
# HEK293 cAMP ctrl: parental HEK293 cAMP activation (counter-screen); 73,000 compounds, 2.5% hits; AID 938; Potency, µM (doses to about 57.1 µM), without a hit: at the top dose activation, hits mostly activators; parental HEK293 CNG cAMP sensor, membrane potential fluorescence; note: potency is the fitted concentration of half-maximal effect; % of control where 0% means no effect; nearly all actives have a fitted effect of over 55% in size
#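 Parental HEK 293 cells stably expressing a cAMP-gated CNG channel were loaded with membrane potential dye containing 100 uM RO 20-1724 for 60 min. Compound added for 30 min; depolarization read as fluorescence intensity at 590 nm.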
# BRCT PPI red: disrupts BRCA1 BRCT binding to phosphoprotein, red fluorophore readout | P38398 | BRCT-phosphopeptide binding, red fluorescence polarization | Potency, µM (series often up to 76.9 µM), without a hit: top-dose activity change, negative = inhibition, actives largely listed as inhibitors | 75,000 compounds, 0.03% hits | AID 892; note: % is set by controls: 0 for no effect and ±100 for the full control effect
#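 Fluorescence polarization: 100 nM His-tagged BRCA1 BRCT with 100 nM TAMRA-labelled phospho-BACH1 decapeptide, phosphate buffer pH 7.3 with 150 mM NaCl, DTT, 0.01% Tween 20; 12 min RT. Binding inhibition seen as FP decrease.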
# 4-MU autofl: 4-MU region autofluorescence; compound autofluorescence, 340/450 nm, 4-MU equivalents; active compounds read high; max dye-equivalent concentration, M; 59,000 compounds, 11% hits; AID 589; in the data active = max dye-equivalent concentration above about 10 nM; inconclusive = mostly about 1.1 nM to 9.6 nM
#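 Compounds in 100 mM Tris, pH 8.0, incubated 15 min at room temperature, then fluorescence read at 340 nm excitation/450 nm emission. Signal converted to 4-MU dye-equivalent concentration using an on-plate six-point 4-MU standard curve.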
# Caspase-7 inhib: allosteric or competitive inhibitors of human caspase-7; P55210; recombinant caspase-7, Ac-DEVD-AFC fluorescence rate; Potency, µM (top dose mostly 57.5 µM), without a hit: top-dose activity change, negative = inhibition, most hits filed as inhibitors; 75,000 compounds, 0.02% hits; AID 889; active = well fitted inhibition curve with a large enough effect in the main read-out, with a control signal flat, not every such curve was filed as active; inconclusive = small, poorly fitted or top-dose-only effect, or a change in a side signal; note: potency is the fitted concentration of half-maximal effect; % of control where 0% means no effect
# Casp1 inh: caspase-1 (human) inhibition, allosteric or competitive; P29466; Potency, µM (series often up to 57.5 µM), for inactives: at the highest dose activity change, negative = inhibition, hits mostly inhibitors; Caspase-1 enzyme, Ac-WEHD-AFC fluorogenic rate; 75,000 compounds, 0.03% hits;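 note: potency is the fitted concentration of half-maximal effect; plate controls were vehicle for no effect and no substrate for full effect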
# Target sequence (P29466 120-297 limits assumed): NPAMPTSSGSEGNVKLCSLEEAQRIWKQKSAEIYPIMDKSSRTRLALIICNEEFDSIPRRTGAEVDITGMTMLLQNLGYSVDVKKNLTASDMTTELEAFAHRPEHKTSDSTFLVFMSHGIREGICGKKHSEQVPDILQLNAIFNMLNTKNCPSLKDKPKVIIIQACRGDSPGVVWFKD
# Target sequence (P29466 317-404 limits assumed): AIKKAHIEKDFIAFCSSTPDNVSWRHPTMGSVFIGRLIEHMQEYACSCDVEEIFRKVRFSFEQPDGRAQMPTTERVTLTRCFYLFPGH
# * marks the source's active call; other numbers are inactive results; i = inactive; ? = inconclusive; . = not tested or not shown; & = joins results of further samples; [ ] = dose if it differs, or a comment. Unless noted, calls come from the whole dose curve; as a rule, active = well fitted curve in the direction sought with a large enough effect; inconclusive = small, poorly fitted or top-dose-only effect, or another doubt; inactive = no such curve, though single readings can be large; an effect the other way counts as inactive or inconclusive. Some of the compounds tested; the hit share may differ from the screen's.
SMILES,Ub-GFP proteasome,A350 autofl,USP2a inh,Fluorescein autfl,BRCT PPI green,Epigenetic mod,HEK293 cAMP ctrl,BRCT PPI red,4-MU autofl,Caspase-7 inhib,Casp1 inh
Cn1c(=O)c2c(nc(SCC(=O)c3cccs3)n2Cc2ccc(F)cc2)n(C)c1=O,6%,i,-11%,i,-4.0%,2%,18%,0.5%,i,-2%,2%
O=C(COC(=O)CCN1C(=O)c2ccccc2C1=O)Nc1ccc(S(=O)(=O)N2CCCC2)cc1,3%,i,24%,i,2.6%,2%,4%,2.1%,i,-2%,-1%
COc1ccc(C)cc1S(=O)(=O)N(CC(=O)N1CCOCC1)Cc1ccccc1,-7%,?,10%,?,-2.4%,-3%,0%,-0.4%,i,-1%,0%
O=C(O)CCC(=O)OC1CC2CCC1C2 (stereo not drawn),-4%,i,-5%,i,-3.3%,1%,4%,0.3%,i,-2%,1%
CCOC(=O)CSc1nc2ccccc2n1CC(=O)NC(C)(C)C,-5%,i,-1%,?,-1.6%,0%,22%,-2.7%,i,1%,1%
CCC1(C)Cc2c(C#N)c(N)n(-c3ccccc3)c(=O)c2CO1 (stereo not drawn),3%,?,3%,i,-0.8%,2%,-9%,1.3%,i,-3%,1%
Cc1sc(NC(=O)CSc2nnc(C)c(=O)[nH]2)c(C#N)c1C,-2%,i,3%,i,-0.2%,-2%,?,-0.5%,i,1%,1%
COc1ccc(S(=O)(=O)Nc2ccc(S(=O)(=O)N3CCOCC3)cc2)cc1C,4%,i,17%,?,-0.1%,-3%,16%,-2.5%,i,0%,1%
O=C(CNS(=O)(=O)c1cccc2nsnc12)NCc1ccc(Cl)cc1,9%,i,15%,i,-0.8%,0%,-3%,-0.4%,i,2%,-2%
CCC(C)NCC(O)COCc1ccc(Cl)cc1 (stereo not drawn),3%,i,0%,i,-1.6%,-2%,9%,-0.4%,i,0%,0%
COc1ccc(S(=O)(=O)N(C)c2ccc(C(=O)N3CCOCC3)cc2)cc1OC,2%,i,-4%,?,1.0%,0%,1%,-0.4%,i,-1%,1%
CCOC(=O)c1ccc(NC(=O)CCc2ccc(C)o2)cc1,.,.,.,.,-1.0%,.,?,-2.2%,.,-2%,-1%
CCOC(=O)c1c(NC(=O)COC(=O)Cn2cnc3ccccc32)sc(C)c1C,3%,i,13%,i,-1.3%,-2%,?,-1.2%,i,-5%,-1%
CCOc1ccc(C2N(c3cc(C)on3)C(=O)C3CCCN32)cc1OC (stereo not drawn),-8%,i,5%,i,0.2%,1%,8%,-1.7%,i,1%,-3%
O=C(CSc1ncccc1C(=O)O)NCc1ccc(F)cc1,-7%,i,1%,?,-1.4%,0%,16%,1.3%,i,0%,-3%
CCOC(=O)N1CCN(Cc2nc3c(c(=O)n(C)c(=O)n3C)n2CCCc2ccccc2)CC1,.,?,43%[activator],5.6e-08M*,3.8%,-2%,?,-2.5%,?,-2%,-1%
CCn1c(CC(=O)Nc2ccccc2)nnc1SCC(=O)Nc1ccccc1C(=O)OC,2%,i,28%,?,2.0%,-2%,4%,0.4%,i,-5%,-5%
COC(=O)C1CCN(C(=O)Cc2ccc(Br)cc2)CC1,-1%,i,-11%,i,0.6%,0%,6%,1.5%,i,-2%,-2%
OC[C@H]1O[C@@H]2O[C@H]3[C@H](O)[C@@H](O)[C@@H](O[C@H]4[C@H](O)[C@@H](O)[C@@H](O[C@H]5[C@H](O)[C@@H](O)[C@@H](O[C@H]6[C@H](O)[C@@H](O)[C@@H](O[C@H]7[C@H](O)[C@@H](O)[C@@H](O[C@H]8[C@H](O)[C@@H](O)[C@@H](O[C@H]1[C@H](O)[C@H]2O)O[C@@H]8CO)O[C@@H]7CO)O[C@@H]6CO)O[C@@H]5CO)O[C@@H]4CO)O[C@@H]3CO,.,.,.,.,-5.4%,.,-5%,0.7%,.,1%,-4%
O=c1[nH]c2ccc(S(=O)(=O)N3CCN(Cc4ccccc4)CC3)cc2[nH]c1=O,-6%,i,17%,i,-1.7%,0%,?,0.7%,i,0%,-1%
CCc1nnc(NC(=O)CSc2nnc(COc3ccccc3)n2Cc2ccccc2)s1,2%,i,3%,?,0.5%,-1%,-16%,-0.1%,i,0%,2%
Cn1c(Cn2c(=O)sc3ccccc32)nnc1SCC(=O)NCc1ccccc1Cl,9%,.,.,.,-0.2%,3%,1%,-0.5%,.,-8%,3%
COc1ccc(CNC(=O)NC2CCCCC2)cc1,0%,i,-2%,?,-2.0%,-2%,-2%,-0.1%,i,1%,0%
O=C(O)c1ccc(NC(=O)c2cccs2)cc1,-5%,?,-1%,i,-0.8%,3%,?,0.4%,i,-4%,0%
COc1ccc2ccc(Oc3ncccn3)cc2c1,-3%,i,-2%,i,-0.4%,0%,-9%,0.6%,i,-1%,1%
CCc1ccc(-c2nc(-c3ccncc3)no2)cc1,-7%[9.17 µM],.,5%[7.66 µM],.,-1.0%,-2%,30%[11.4 µM],-1.5%,.,1%,-2%
CCOC(=O)COc1ccc(S(=O)(=O)N2CCN(C(=O)OCC)CC2)cc1,18%,i,3%,i,-0.6%,0%,5%,-0.7%,i,1%,0%
Cc1ccc(OCCN2CCCCCC2)c(C)c1,-3%,.,2%,.,-1.5%,-2%,0%,-1.3%,.,-1%,0%
CCOC(=O)N1CCN(CCC(=O)Nc2ccc(OC)cc2)CC1,-1%,.,6%,.,-1.7%,-2%,3%,0.5%,.,-1%,-1%
CSc1nnc(-c2ccc(O)cc2)n1C,3%,i,.,i,-2.8%,-2%,6%,-1.2%,i,2%,-2%
Oc1cc2c(cc1O)CN(C(=S)NCCc1ccc(Cl)cc1)CCC2,0%&7%,i,17%,?,-2.9%,-1%&-1%,-31%[inhibitor],-2.9%,i,-3%,-1%
COc1ccc(OC)c(-n2nnnc2SCC(=O)NCc2ccc3c(c2)OCO3)c1,0%,i,3%,i,-1.3%,-1%,22%,0.7%,i,2%,0%
CSC1=C(C#N)C2(CCCC2)C(C#N)=C(N)N1,0%,i,7%,?,3.3%,-1%,3%,-0.2%,i,1%,2%
CCn1c(N)c(C(=O)Nc2ccccc2C(=O)OC)sc1=S,-5%,?,47%[activator],i,-0.5%,6%,-20%,0.0%,i,-14%,?
O=C(CN(CC1CCCO1)C(=O)CCC(=O)Nc1nccs1)NCc1ccc2c(c1)OCO2 (stereo not drawn),-4%,i,.,?,-1.1%,0%,-8%,-1.1%,i,-3%,1%
CCOC(=O)c1c(N)sc(C(=O)N(C)C)c1C,4%,i,-2%,i,-1.5%,1%,-4%,0.6%,i,-2%,-1%
O=C(CSc1nc2scc(-c3ccco3)c2c(=O)n1-c1ccccc1)NCC1CCCO1 (stereo not drawn),-2%,?,36%[activator],?,-4.3%,-3%,18%,-0.5%,?,-19%,-4%
CCc1nnc(NC(=O)CSc2nnc(Cc3ccccc3)n2Cc2ccccc2)s1,-2%,i,.,i,-0.7%,0%,29%,0.1%,i,0%,1%
Nc1ncnc2nc(SCC(=O)N3CCN(c4ccccc4)CC3)[nH]c12,6%,1.1e-08M*,1%,i,1.1%,0%,-1%,-0.2%,?,-3%,-2%
CCCS(=O)(=O)N1CCCC(C(=O)N2CCC(Cc3ccccc3)CC2)C1 (stereo not drawn),0%,i,6%,i,-1.9%,0%,10%,-1.8%,i,1%,-1%
C[C@@H](C(=O)O)[C@@H]1C[C@@]1(C)[C@@H](NC(=O)OCc1ccccc1)c1ccccc1,.,.,.,.,-2.9%,.,?,-0.7%,.,1%,0%
CON(C)C(=O)c1nnc2c(n1)[nH]c1ccccc12,.,.,.,.,1.0%[15.4 µM],.,6%[11.4 µM],1.6%[15.4 µM],.,-12%[11.5 µM],-4%[11.5 µM]
CCOC(=O)N1CCN(c2ncnc3c2oc2nc(C)c4c(c23)CC(C)(C)OC4)CC1,.,i,1%,i,1.5%,0%,-5%,1.2%,i,-2%,0%
COC(=O)CN(Cc1ccco1)S(=O)(=O)c1ccccc1,0%,i,6%,i,0.2%,5%,7%,1.8%,i,-2%,3%
COc1cc(C)c(C)cc1S(=O)(=O)N1CCN(Cc2ccccc2)CC1,1%,.,3%,.,-0.8%,-4%,24%,2.1%,.,-1%,0%
CCCN1CCC(N2CCN(c3cccc(C(F)(F)F)c3)CC2)CC1,2%,.,5%,.,-0.7%,2%,16%,1.6%,.,-1%,-2%
